# CCR6 antagonist: CCR6 receptor antagonists, primary screen, cell-based, CHO-K1, luminescence, beta-arrestin, uHTS; CHO-K1 CCR6 PathHunter beta-arrestin, CCL20-stimulated; inhibition, % at 20 µM; hit rate 0.49% among 340,000; AID 493098, 2011;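 active means compounds whose inhibition of the agonist-driven luminescence signal at 20 µM reaches about 50%, limit read from the data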;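 further: cells stimulated with CCL20 at 14 nM final; plate controls were DMSO with CCL20 for no effect and DMSO without agonist for full effect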
# Target sequence (P51684 whole entry, looked up): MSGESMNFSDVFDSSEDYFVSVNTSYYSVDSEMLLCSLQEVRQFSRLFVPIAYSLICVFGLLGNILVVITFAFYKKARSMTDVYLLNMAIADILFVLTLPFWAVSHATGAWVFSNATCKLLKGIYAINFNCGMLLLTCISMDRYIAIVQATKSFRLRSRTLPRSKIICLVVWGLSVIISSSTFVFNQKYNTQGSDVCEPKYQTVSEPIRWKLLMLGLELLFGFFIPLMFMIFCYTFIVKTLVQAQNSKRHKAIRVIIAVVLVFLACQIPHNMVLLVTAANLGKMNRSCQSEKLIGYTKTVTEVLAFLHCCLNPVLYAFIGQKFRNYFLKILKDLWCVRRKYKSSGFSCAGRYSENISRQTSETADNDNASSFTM
# EBI2 antag: EBI2 receptor antagonists, beta-arrestin recruitment, primary screen, cell-based, luminescence, 7a,25-OHC stimulation, uHTS; G-protein coupled receptor 183 (Homo sapiens), P32249; hit rate 0.81% among 360,000; inhibition, % at 5 µM; 7a,25-OHC stimulated; in the data active means inhibition above about 38%;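 further: enzyme fragment complementation signal reports receptor beta-arrestin coupling in cells; 0% = agonist plus DMSO wells and 100% = wells without agonist; some results beyond the cut were filed as inactive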
# A3A deaminase: APOBEC3A ssDNA deaminase inhibitors, primary screen, selectivity assay for APOBEC3G inhibitor project, biochemical, FAM/TAMRA oligo cleavage fluorescence | hit rate 0.41% among 330,000 | DNA dC->dU-editing enzyme APOBEC-3A (Homo sapiens), P31941 | recombinant A3A, FAM/TAMRA ssDNA deamination fluorescence | inhibition, % at 20 µM;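 active means at least 40% inhibition at 20 µM here, with at most 30% in a related deaminase screen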;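 further: plate controls were A3A with DMSO for no effect and wells lacking A3A enzyme for full effect; some results filed as inactive read as strong as hits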
# Target sequence (P31941 whole entry, looked up): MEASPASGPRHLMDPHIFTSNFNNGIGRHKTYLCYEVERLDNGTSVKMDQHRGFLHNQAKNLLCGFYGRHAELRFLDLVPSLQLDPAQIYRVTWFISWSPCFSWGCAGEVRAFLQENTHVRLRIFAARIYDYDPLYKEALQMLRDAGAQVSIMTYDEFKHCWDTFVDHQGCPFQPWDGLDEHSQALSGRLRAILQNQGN
# NR3A LBD binder: binders of NR3A ligand-binding domain, primary screen, biophysical, differential scanning fluorimetry, uHTS; hit rate 2.5% among 340,000; Glutamate receptor ionotropic, NMDA 3A (GRIN3A) ligand-binding domain; Tm shift relative to glycine control, % at 25 µM; AID 1259313, 2017; NR3A LBD differential scanning fluorimetry, Tm shift; 0% = protein alone, 100% = glycine-bound protein;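 active means melting temperature shift of at least 10% of the positive control shift, at one fixed dose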
# MPTP inh: mitochondrial permeability transition pore inhibitors, primary screen, biochemical, isolated mouse mitochondria, absorbance; Ca2+ swelling absorbance, 30 min; inhibition, % at 10 µM; hit rate 1.4% among 360,000; AID 602449, 2012;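 active means inhibition of 50% or more, scaled per plate between neutral and stimulator controls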;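 further: 0% = DMSO wells given calcium and 100% = 1 mM EGTA wells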
# A3G deaminase: APOBEC3G DNA deaminase inhibitors, primary screen, biochemical, fluorescence, single-stranded DNA substrate, uHTS | hit rate 0.28% among 330,000 | recombinant A3G, ssDNA deamination FAM/TAMRA fluorescence | AID 493012, 2011 | inhibition, % at 20 µM | DNA dC->dU-editing enzyme APOBEC-3G (Homo sapiens), Q9HC16;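 active means inhibition of at least 40% at 20 µM, with no more than 30% in the related APOBEC3A deaminase screen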;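 further: plate controls were DMSO wells with A3G for no effect and wells lacking A3G enzyme for full effect; some compounds called inactive have numbers as strong as hits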
# Gli-Sufu antag: Gli-Sufu pathway antagonists, primary screen, luciferase luminescence, Sufu-KO-LIGHT cells, uHTS; hit rate 0.74% among 340,000; Sufu-KO-LIGHT fibroblasts, Gli luciferase reporter luminescence; inhibition, % at 5 µM;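 active means inhibition above about 55%, limit read from the data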;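 further: 0% = DMSO-treated cells and 100% = wells with medium but no cells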
# CXCR6 inh: CXCR6 receptor inhibitors, primary screen, cell-based, beta-arrestin, luminescence, CHO-K1 PathHunter, 1536-well | C-X-C chemokine receptor type 6 (Homo sapiens), O00574 | inhibition, % at 20 µM | hit rate 0.36% among 360,000; in the data active means inhibition above about 34%, passing the limit was not always enough;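 further: antagonist mode with CXCL16 agonist at 10 nM final; 0% = 10 nM CXCL16 with DMSO and 100% = unstimulated wells without agonist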
# Target sequence (O00574 whole entry, looked up): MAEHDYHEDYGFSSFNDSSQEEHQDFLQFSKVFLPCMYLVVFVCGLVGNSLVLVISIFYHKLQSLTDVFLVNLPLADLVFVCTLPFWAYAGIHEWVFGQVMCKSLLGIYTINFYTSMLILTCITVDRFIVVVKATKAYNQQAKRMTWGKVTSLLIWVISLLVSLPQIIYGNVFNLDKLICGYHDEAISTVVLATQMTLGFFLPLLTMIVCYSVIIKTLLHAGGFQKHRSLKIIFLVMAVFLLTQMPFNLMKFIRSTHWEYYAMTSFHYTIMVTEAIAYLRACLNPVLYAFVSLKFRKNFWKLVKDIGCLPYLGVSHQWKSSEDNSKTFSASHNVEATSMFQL
# An asterisk follows results filed as active; nt = no result given; & = joins results of further samples.
SMILES,CCR6 antagonist,EBI2 antag,A3A deaminase,NR3A LBD binder,MPTP inh,A3G deaminase,Gli-Sufu antag,CXCR6 inh
O=C(N/N=C/c1ccc(Br)s1)c1ccncc1,8.8,-1.0,0.9,-47.9,-2.4,-6.6,-5.5,-5.8
Cc1cc(Cn2nnc(-c3ccc(Br)cc3)n2)cc(C)c1O,4.8,2.9,4.3,3.2,0.9,2.7,-4.2,-4.3
CCOc1ncccc1C(=O)OCC(=O)N1CCC(C)CC1,7.1,-8.4,0.1,-0.9,0.1,1.3,-6.8,-9.3
COc1ccc(/C=N/N2C(=O)C3C4C=CC(CC4)C3C2=O)c(OC)c1 (centres undefined),1.8,-10.3,0.0,-1.1,-1.0,-0.8,-7.4,-9.9
O=C(Nc1ccccc1C(=O)O)c1ccc(CN2C(=O)c3ccccc3C2=O)cc1,4.8,14.0,-4.5,-2.2,0.8,-0.8,-19.6,-0.2
O=C(CN1CCCCC1)Nc1ccc(C(F)(F)F)cc1Cl,9.1,-10.6,-3.6,-1.5,1.0,-7.8,-1.4,-10.8
COC(=O)C(NC(=O)c1ccco1)(Nc1cc(C)ccn1)C(F)(F)F (centres undefined),3.4,-9.3,-1.9,-0.3,-1.4,-1.3,6.8,9.0
Cc1cc(C)c(S(=O)(=O)NCC(c2ccco2)N2CCc3ccccc3C2)c(C)c1 (centres undefined),15.9,11.1,-1.1,0.4,1.0,-4.3,10.1,5.1
CCC(C)[C@@H](C(=O)Nc1ccc2c(c1)OCO2)N1Cc2ccccc2C1=O (some centres undefined),-13.8,-5.5,1.5,-2.5,-0.1,-0.1,1.9,10.2
COc1ccccc1CN(Cc1nc2ccccc2c(=O)[nH]1)C(=O)Nc1ccccc1C,4.1,-3.3,-3.3,-12.6,0.6,-3.6,2.8,-4.2
CC1(C)C(c2cccs2)=[N+]([O-])C2(CCCCC/C2=N\NC(N)=O)N1O (centres undefined),-2.6,-2.2,1.6,-1.6,-0.5,2.2,-14.4,0.9
CC(C)CNC(=S)N1CCC(C(=O)c2ccc(F)cc2)CC1,2.7,-10.4,-6.1,0.5,3.3,-2.0,15.4,2.2
COC(=O)CN(C#N)c1nc(N(C)C)nc(N(C)C)n1,-7.7,-1.4,-5.6,-0.7,-0.5,-10.4,-5.3,4.7
COc1ccc(CCN(C)C(=O)C2CCCN(Cc3ccc(OC)c(OC)c3)C2)cc1OC (centres undefined),-0.8,2.5&2.2,-5.3&0.7,-0.5,0.1&2.0,-7.1&-2.8,9.1,-6.4&2.7
O=C(Nc1ccccc1CC[N+](=O)[O-])N1CCN(c2ccccc2)CC1,6.3,10.7,-2.0,-1.3,-0.1,-2.1,-6.7,10.3
CCOC(=O)N1CCN(C(=O)COC(=O)c2ccc(S(=O)(=O)N(CC)CC)cc2)CC1,0.2,4.2,1.1,0.5,0.7,-5.7,-3.9,-7.0
O=C(CNC(=O)c1ccccc1O)N/N=C/c1cc(Br)ccc1OC(=O)/C=C/c1ccco1,7.4,nt,1.1,12.6*,nt,-1.7,-1.0,nt
CN(NC(=O)C(C)(C)C)c1nc(-c2ccccc2)nnc1C(F)(F)F,-10.0,2.2,-1.1,-1.5,-1.8,9.5,0.4,3.8
CCOC(=O)c1ccc(NC(=O)N2CCN(c3cccc(OC)c3)CC2)cc1,4.3,8.6,-3.8,-1.6,0.4,-5.3,-14.0,-6.2
CN(C(=O)COC(=O)/C=C/c1cn(-c2ccccc2)nc1-c1ccc2c(c1)OCCO2)C1CCS(=O)(=O)C1 (centres undefined),7.3,9.8,1.0,-1.6,-0.7,-6.7,0.5,7.5
O=C(C(=S)N1CCOCC1)c1c[nH]c2ccccc12,5.8,-0.9,3.3,-0.8,0.5,38.9,-1.6,-6.8
COc1cc(C(=O)NC2CC(C)(C)Cc3c2cnn3-c2ccccc2)cc(OC)c1OC (centres undefined),13.2,-9.5,-4.0,-0.8,0.6,-6.3,-3.2,13.1
COc1ccccc1N1CCN(C(=O)C(=O)N/N=C/c2cccc(O)c2)CC1,2.0,-0.4,3.4,0.0,-2.0,-4.2,4.5,-7.6
O=C(COC(=O)c1ccco1)NCCNC(=O)COC(=O)c1ccco1,0.8,-1.1,2.8,0.7,-0.4,-5.6,3.6,35.5*
O=C(OC1CCN(c2ncc(C(F)(F)F)cc2Cl)CC1)c1ccc(Cl)cc1,3.2,13.9,0.2,-0.3,-2.1,-5.9,-0.4,15.1

# Brought forward from above: two compounds; new compounds follow.
SMILES,CCR6 antagonist,EBI2 antag,A3A deaminase,NR3A LBD binder,MPTP inh,A3G deaminase,Gli-Sufu antag,CXCR6 inh
O=C(COC(=O)c1ccco1)NCCNC(=O)COC(=O)c1ccco1,0.8,-1.1,2.8,0.7,-0.4,-5.6,3.6,35.5*
O=C(OC1CCN(c2ncc(C(F)(F)F)cc2Cl)CC1)c1ccc(Cl)cc1,3.2,13.9,0.2,-0.3,-2.1,-5.9,-0.4,15.1
Cc1cccc(NC(=O)NNC(=O)c2ccc3ccccc3c2)c1,-0.8,-0.1,-4.8,0.9,2.1,-8.6,-3.0,1.7
CCOC(=O)c1ccc(NC(=O)CN2CCc3ccccc3C2)cc1,4.3,24.0,-0.9,-2.1,1.3,-3.5,-16.1,9.4
COc1cccc2cc(C(C)N(CCCN3CCOCC3)C(=S)Nc3ccccc3C)oc12 (centres undefined),19.9,-0.3,7.0,0.5,3.5,5.5,10.7,0.6
COc1ccccc1/C=N/NC(=O)c1ccccc1Cl,-0.3,1.4,1.5,-3.9,2.6,1.2,-6.7,2.2
c1ccc(-c2cn(CC3CCCCC3)nn2)cc1,-3.3,19.2,1.7,-6.0,0.7,2.1,-48.5,-0.6
CCOc1cc(N2CCOCC2)c(OCC)cc1NC(=O)COC(=O)CCc1c[nH]c2ccccc12,3.2,8.3,-1.9,-3.4,-3.5,-6.2,16.9,2.5
CC1=C(C(=O)OC(C)C)C(c2ccco2)NC(=O)N1 (centres undefined),15.4,-0.3,13.4,-0.7,-0.4,2.0,8.6,-3.4
Fc1ccccc1N1CCN(c2nc3ccccc3n3nnnc23)CC1,8.7,-1.2,-6.4,4.4,1.9,-4.9,-5.4,-4.2
COc1ccc(CNC(=O)CN2C(=O)CSc3ccc(S(=O)(=O)N4CCOCC4)cc32)cc1,5.2,-6.6,-2.3,0.1,1.5,-2.6,-5.6,3.9
CC12CCC(=O)N1C(C(=O)OCC(=O)Nc1ccc(S(N)(=O)=O)cc1)CS2 (centres undefined),3.4,-4.9,-2.5,-2.8,0.0,-10.8,-2.1,-11.4
Cc1ccc(-n2ncc3c(NCCCN4CCCC4=O)ncnc32)c(C)c1,-1.8,-18.6,-0.6,-3.4,-0.7,-3.2,19.2,-4.6
O=C(CO)N/N=C/c1c2ccccc2cc2ccccc12,1.5,0.2,-4.4,-2.7,0.9,-8.0,-8.1,-5.3
Cc1ccc(C(C)(C)C)cc1S(=O)(=O)N1CC(=O)Nc2ccccc21,12.5,7.5,-5.7,3.2,1.2,-9.4,0.6,1.9
O=C(CSc1nc2[nH]ncc2c(=O)[nH]1)NCCc1ccccc1,10.4,-17.2,-0.8,-3.0,-0.1,-2.3,-0.6,-17.9
COc1ccc(Br)cc1CNC(C)c1ccccc1 (centres undefined),8.7,0.1,1.6,21.0*,0.7,2.8,14.1,0.5
COc1ccccc1-n1cnnc1SCC(=O)Nc1cc(C)on1,-20.2,-3.1,0.9,-1.4,2.2,-7.0,-1.6,-18.3
CN(c1nc2ccccc2[nH]c1=O)C1CCCCC1,16.9,10.7,3.0,0.5,4.4,9.4,56.7*,-2.6
O=c1cc(CN2CCN(c3ccccc3F)CC2)c2cc(O)c(-c3ccccc3)cc2o1,-1.0,-18.1,2.0,2.2,-10.8,-2.1,8.1,8.5
COc1ccc(C(=O)c2c3ccc(C(F)(F)F)cc3[n+]([O-])n2CCCC(N)=O)cc1,3.3,2.3,-3.8,1.7,-0.7,-11.8,-12.1,-3.8
Cn1c(=O)c2c(nc(Sc3ncnn3CC(=O)N3CCOCC3)n2C)n(C)c1=O,-7.3,0.6,6.9,-2.2,-0.3,0.1,12.0,-4.1
O=C(O)CCCN=C1NC2(CCCC2)Cc2ccccc21,7.1,-6.3,2.5,0.7,-0.9,-0.2,-6.0,2.2
O=C(O)CN1CCN(Cc2ccccc2Cl)C1=O,-7.6,-7.8,-1.1,1.2,-1.1,-3.3,2.5,-6.9
Cc1ccc2cc(CN(CCN(C)C)C(=S)Nc3ccccc3)c(=O)[nH]c2c1C,-0.2,-8.3,-5.9,-0.4,-1.3,-5.9,10.9,-2.2
COc1ccc(CNC(=O)CC2C[C@H](C(=O)N(C(C)C)C(C)C)[C@@]3(C)c4[nH]c5ccccc5c4CCN3C2=O)cc1OC (some centres undefined),9.8,13.9,-0.2,-2.8,1.2,-5.6,-14.0,-0.6
COc1ccc2oc(=N)c(C(=O)Nc3ccc(Cl)cc3)cc2c1,21.7,3.0,-5.8,2.1,2.0,-4.2,-25.6,1.0

# Next part
SMILES,CCR6 antagonist,EBI2 antag,A3A deaminase,NR3A LBD binder,MPTP inh,A3G deaminase,Gli-Sufu antag,CXCR6 inh
CC(OC(=O)CCCc1c[nH]c2ccccc12)C(=O)Nc1ccc(S(N)(=O)=O)cc1 (centres undefined),11.1,9.3,-5.5,-3.4,-0.4,-5.6,1.1,-14.3
O=C(CN1C(=O)NC(Cc2c[nH]c3ccccc23)C1=O)Nc1cccc(S(=O)(=O)N2CCOCC2)c1 (centres undefined),0.1,-6.5,8.7,-3.3,-0.2,0.4,4.0,-10.2
O=C(Nc1ccc(Cl)cn1)c1cccc(S(=O)(=O)N2CCCC2)c1,18.1,4.5,4.4,1.1,-0.2,-1.4,-0.9,-10.2
NC(=O)C1CCCN(C(=O)c2ccc(S(=O)(=O)N3CCCCCC3)cc2)C1 (centres undefined),-3.7,-4.5,-1.3,1.7,-0.6,-4.4,6.7,-3.2
COC(=O)c1cn(NC(=O)c2ccc(OC)c(OC)c2)c(=O)c2ccccc12,5.1,-11.8,-0.9,1.1,-0.9,-2.9,3.8,-6.0
O=C(NCCCn1ccnc1)c1nn2c(C(F)(F)F)cc(-c3ccc(Br)cc3)nc2c1Cl,29.6,13.8,-1.0,7.0,15.8,-3.7,10.1,10.5
COc1ccc(CCNC(=O)C2CCCN2S(=O)(=O)c2ccc(F)cc2)cc1OC (centres undefined),-6.6,-10.0,-2.5,-1.2,-1.3,-6.1,-10.9,-2.2
Cc1cccc(C)c1NC(=O)N1CCC(N2CCCCC2)CC1,8.1,0.5,2.2,1.3,-0.2,-5.0,2.9,-0.5
O=C(N/N=C/c1oc(O)c2ccccc12)c1ccccc1O,9.7,-3.1,-2.0,2.0,-3.2,-3.2,-11.3,5.1
NC(=O)c1ccc(NC(=O)CN2CCN(S(=O)(=O)c3ccc4ccccc4c3)CC2)cc1,-3.1,5.2,-2.4,-1.0,-1.0,0.3,-3.4,-1.2
CCCCn1c(SCC(=O)c2ccc(O)cc2O)nc2cc(S(N)(=O)=O)ccc21,5.8,-3.5,-5.4,0.8,1.6,-0.8,-8.9,-3.9
NC(=O)c1ccc(NC(=O)COC(=O)c2ccc([N+](=O)[O-])cc2)cc1,-21.7,-20.8,-11.8,-3.6,0.8,13.4,-1.1,-14.7
Cc1ccc(S(=O)(=O)N2CCCC2C(=O)NCc2ccccc2Cl)cc1 (centres undefined),15.8,18.0,-3.6,2.1,-1.1,-6.3,2.5,-10.4
O=C(Nc1ccccc1C(=O)NCc1ccco1)Nc1cccc2ccccc12,21.3,19.5,11.4,-20.5,0.6,0.8,14.9,3.1

# Bioassay records (PubChem)

# Rows are unselected; overall some 5.8% were active at least once.
